Screening results as filed in PubChem.
aDG glyco act – alpha-DG glycosylation activation. 360,000 compounds, 0.22% hits. activation, % at 10 µM. AID 624168. Pro5-aDG cells, alpha-DG glycosylation AlphaScreen (IIH6); 0% Pro5, 100% B10-LARGE cell signal;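 active means activation of at least 8% versus controls, or a plate z-score of at least 8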;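 further: Pro5 are CHO cells carrying HIG-tagged alpha-DG that lacks glycosylation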
Granule exo inh – blocks lytic granule exocytosis | 360,000 compounds, 0.66% hits | TALL-104 LAMP-1 surface exposure, flow cytometry; cells stimulated with thapsigargin and PMA | inhibition, % at 10 µM;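 active means inhibition above about 55%, limit read from the data; inconclusive means no clear call, values can overlap the other calls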
NR2E3 ag-1 – agonists of human NR2E3 nuclear receptor. Q9Y5X4. CHO-S Gal4-NCOR/VP16-NR2E3 two-hybrid, luciferase. inhibition of corepressor binding, % at 3.98 µM. 360,000 compounds, 0.35% hits. AID 602229;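 active means inhibition above the mean of all tested compounds plus 3 SD, cut at about 70% in these data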;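 further: 0% = DMSO with NR2E3 transfected cells and 100% = cells lacking NR2E3 construct; higher means lower luciferase signal from less NR2E3 corepressor binding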
Target sequence (Q9Y5X4 whole entry, looked up, the tested form may be a part): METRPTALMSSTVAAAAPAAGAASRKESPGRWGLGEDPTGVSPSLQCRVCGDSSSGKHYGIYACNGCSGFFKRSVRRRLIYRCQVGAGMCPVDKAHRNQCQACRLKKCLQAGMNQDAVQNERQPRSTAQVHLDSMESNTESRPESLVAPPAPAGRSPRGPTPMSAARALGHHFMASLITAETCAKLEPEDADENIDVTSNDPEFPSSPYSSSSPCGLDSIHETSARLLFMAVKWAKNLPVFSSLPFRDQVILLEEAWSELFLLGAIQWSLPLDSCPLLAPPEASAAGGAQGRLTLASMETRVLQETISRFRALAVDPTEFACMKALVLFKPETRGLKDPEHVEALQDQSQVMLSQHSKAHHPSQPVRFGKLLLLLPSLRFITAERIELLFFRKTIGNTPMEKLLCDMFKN
MITF TRPM1 inh – MITF TRPM1 promoter inhibition in SK-MEL-5 cells. SK-MEL-5 TRPM1 promoter luciferase, 24 h. inhibition, % at 12.5 µM. 330,000 compounds, 0.83% hits. AID 488899;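 active means mean inhibition across replicates of 60% or more, whatever share of single replicates reaches that level; inconclusive means some that reach 60%, reason not given; inactive means mean inhibition across replicates below 60%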; further: values of inactives mirror those of a sister screen read the other way
Peg3 promoter – reduces Peg3 promoter-driven luciferase expression in HeLa. HeLa PEG-Prom luciferase reporter, luminescence, overnight. inhibition, % at 20 µM. 360,000 compounds, 1.7% hits. AID 588405;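 active means inhibition of at least 50% at 20 µM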
Vif inh – inhibitors of HIV Vif. HEK293T cells, Vif self-association by quenched fluorescence, imaging, 24 h. inhibition, % at 7.49 µM. AID 602346. 340,000 compounds, 0.35% hits; in the data active means inhibition above about 50%, passing the limit was not always enough; inconclusive means no clear call, values can overlap the other calls; inactive means below about 31%; further: some results filed as inactive read as strong as hits
HIF-2a block – HIF-2a inhibition; 786-0 RCC cells HIF-2a reporter, luciferase luminescence, overnight; inhibition, % at 18.8 µM; 360,000 compounds, 0.72% hits;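 active means inhibition of the luminescence signal of 40% or more relative to plate controls, in a single-dose primary screen at 18.75 µM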
PDI turbidity – inhibitors of human protein disulfide isomerase; PDI insulin aggregation turbidity, A650, 90 min; inhibition, % at 10 µM; 350,000 compounds, 0.052% hits; AID 588391;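 active means mean inhibition across replicates of 30% or more, whatever share of single replicates reach that level; inconclusive means mean inhibition below 30% while every single replicate reaches 30%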;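 further: absorbance from insulin aggregation driven by PDI reduction with DTT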
Target sequence (P07237 whole entry, looked up): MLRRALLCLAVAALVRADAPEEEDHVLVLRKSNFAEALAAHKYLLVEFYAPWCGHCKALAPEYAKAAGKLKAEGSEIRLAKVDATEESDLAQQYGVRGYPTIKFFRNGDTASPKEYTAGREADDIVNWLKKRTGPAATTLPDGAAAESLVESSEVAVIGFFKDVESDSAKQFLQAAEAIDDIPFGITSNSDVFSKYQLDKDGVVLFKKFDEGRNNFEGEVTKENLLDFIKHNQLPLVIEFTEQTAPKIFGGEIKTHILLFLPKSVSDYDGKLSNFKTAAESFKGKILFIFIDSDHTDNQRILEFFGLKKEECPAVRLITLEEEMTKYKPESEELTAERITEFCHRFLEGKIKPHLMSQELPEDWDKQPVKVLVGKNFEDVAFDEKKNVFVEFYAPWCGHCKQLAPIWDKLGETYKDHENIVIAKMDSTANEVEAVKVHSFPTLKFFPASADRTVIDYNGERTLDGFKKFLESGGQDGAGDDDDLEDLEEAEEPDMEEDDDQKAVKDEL
iPSC survival up – enhancers of human iPSC single-cell survival | hiPSC single-cell survival, ATPlite luminescence; 100% = ROCK inhibitor wells, 0% = DMSO | survival enhancement, % at 20 µM | 360,000 compounds, 0.044% hits; in the data active means survival enhancement above about 18%;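 further: cells exposed to compounds for 16 hours before the ATP read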
CaV13 FRET inh – Disruptors of the CACNA1D IQ motif to Ca2+-dependent inactivation inhibitor domain association, primary screening, Förster resonance energy transfer in intact living …; 340,000 compounds, 0.098% hits; inhibition, % at 12.3 µM; HEK cells, CFP/YFP FRET ICDI-IQ, plate reader, 10 min; percent FRET-ratio fall versus neutral wells; AID 743397;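 active means mean replicate inhibition of at least 30% and at least 1% of replicates passing that level; inconclusive means only one of the two criteria is met; inactive means neither criterion is met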;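 further: 0% = median of the neutral control wells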
NR2E3 ag-2 – agonists of human nuclear receptor NR2E3; Q9Y5X4; GST-NR2E3/biotin-RetCOR TR-FRET, 1536-well; inhibition of corepressor binding, % at 4.78 µM; 320,000 compounds, 0.12% hits; AID 2300;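 active means percent inhibition above the cutoff of mean plus 3 SD of all tested compounds, set per screening campaign, cut at about 20% in these data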;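 further: 0% = DMSO wells and 100% = biotin wells as full block of FRET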
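system = GST-tagged NR2E3 plus biotinylated RetCOR corepressor | input = 1.35 nM GST-NR2E3 | also added = 7 nM biotin-RetCOR | schedule = 5 h incubation at 4 °C | measured by = TR-FRET with europium anti-GST and streptavidin-D2, 340 nm excitation | read-out = percent loss of FRET ratio relative to control wells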
* = called active by the depositor; i = inactive; ? = inconclusive; / = not tested or not shown. Hits appear at their usual frequency. Share with any hit: about 3.5%.

Structure	PDI turbidity	aDG glyco act	Vif inh	Peg3 promoter	HIF-2a block	iPSC survival up	NR2E3 ag-1	NR2E3 ag-2	MITF TRPM1 inh	CaV13 FRET inh	Granule exo inh
CN(CC(=O)Nc1ccc2c(c1)OCCO2)Cc1nc2ccccc2c(=O)[nH]1	-1	-0.1	6	3	-35	-0.7	5	3	-3	-14	0
CCCC1(CCC)NC(=O)N(CC(=O)N2CCc3ccccc32)C1=O	-4	-0.1	-1	11	18	-0.5	-19	/	35	-3	12
Cc1[nH]n(-c2cccc(Cl)c2)c(=O)c1-c1ccccc1	13	-0.3	8	1	-28	3.1	-27	-2	-7	-6	-2
CCCCn1c(SCC(=O)Nc2sc3c(c2C(N)=O)CCC3)nnc1-c1ccccc1	-3	0.3	/	35	31	1.2	-18	0	5	/	-1
O=C(Nc1c(-c2ccccc2)nc2ncccn12)c1cc2ccccc2oc1=O	1	-0.1	0	-8	8	0.6	7	-4	/	-5	-10
O=C(NC(Cc1ccccc1)C(=O)O)/C(=C/c1ccc([N+](=O)[O-])cc1)NC(=O)c1ccc(Br)o1 (configuration not stated)	3	-0.1	14	11	4	0.1	-8	0	6	-9	-1
CN(Cc1ccccc1)Cc1cc(=O)oc2ccccc12	/	0.0	0	-186	-254	-1.7	-30	/	/	-10	-3
O=C(NC1CC1)c1ccc2c(c1)C1C3CCC(C3)C1C(c1ccccc1)N2 (configuration not stated)	3	0.3	-7	15	21	-1.2	3	1	2	-5	3
COc1ccc(-c2c[n+](CC(=O)OC3CC(C)CCC3C(C)C)c3n2CCC3)cc1 (configuration not stated)	9	-0.1	-20	28	4	-0.3	-11	-1	86*	11	15
COc1ccc(C2=C(c3ccc(OC)c(OC)c3)CN3CCCCC3C2)cc1 (configuration not stated)	-6	-0.4	14	-13	8	-0.2	-9	/	-14	-7	-2
Cc1nnc(SCCn2c(N3CC(C)CC(C)C3)nc3c2c(=O)[nH]c(=O)n3C)s1 (configuration not stated)	-3	0.0	-13	16	16	-0.1	-9	3	-5	-4	-2
O=C(c1ccco1)N1CCN(C(=O)N2CCCCC2)CC1	1	-0.2	7	9	15	-1.4	-9	-1	2	-17	1
COc1ccc(-c2nn(-c3ccccc3)cc2/C=C(\C#N)S(=O)(=O)c2ccccc2)cc1OC	-9	0.9	-2	-10	-16	0.4	-5	-5	6	-25	-2
CCN1C(=O)/C(=C/N2CCc3ccccc3C2)SC1=S	-2	-0.1	-6	-193	-394	-0.4	-34	2	-64	-17	7
COc1ccc(-c2nc(CN3CCC(C(=O)N4CCOCC4)CC3)c(C)o2)cc1C	3	0.1	0	-3	-15	-0.5	-39	0	1	-2	-2
CCN(CC(=O)Nc1ccc(Br)c(C)c1)CC(=O)NC(C)C	2	-0.1	1	20	-3	0.3	19	2	-10	-2	-2
CCOC(=O)C1CCN(C(=O)N(C)C)CC1	-1	0.0	5	1	18	6.0	3	-1	6	-7	12
O=C(Nc1cccc2ccccc12)OCc1ccccc1	-8	0.1	17	-224	-191	-0.2	-78	/	-50	-5	-16
CCc1nc2ccc(C(=O)N3CCN(C)CC3)cn2c1N(CCC(C)C)CCN(C)C	3	-0.1	-4	-6	7	2.7	9	/	/	-5	-3
COc1ccc(CCC(C)Nc2ccccc2F)cc1 (configuration not stated)	9	-0.1	5	-5	-11	-1.1	-30	2	9	-4	-2
CC(=O)Nc1ccc(NC(=O)C2CCC(N3C(=O)C4C5C=CC(C6CC56)C4C3=O)CC2)cc1 (configuration not stated)	-2	-0.1	7	23	3	0.0	12	-3	1	-2	1
O=C(O/C(=C/c1ccccc1)C(F)(F)F)c1ccccc1	-2	0.0	1	6	11	1.6	0	/	11	-5	1
CC12CCC(C(=O)Nc3cccc4ccccc34)(C1Br)C2(C)C (configuration not stated)	14	-0.1	/	19	23	1.2	15	4	18	-4	-1
O=C(COC(=O)C1(c2ccccc2)CCCC1)N1CCNC1=O	-6	-0.1	0	15	14	0.1	-38	4	6	-3	6
CCCNC(=O)c1nn2c(C(F)(F)F)cc(-c3ccccc3)nc2c1Br	12	-0.1	-3	14	21	-0.4	-12	4	6	-2	-8

(further entries)
Structure	PDI turbidity	aDG glyco act	Vif inh	Peg3 promoter	HIF-2a block	iPSC survival up	NR2E3 ag-1	NR2E3 ag-2	MITF TRPM1 inh	CaV13 FRET inh	Granule exo inh
COc1cccc(-n2c(Cn3nc(C(F)F)cc3C(F)F)n[nH]c2=S)c1	-5	-0.1	8	2	14	-1.5	-14	-1	-2	-5	2
Cc1cccc(NC(=O)c2cnn(-c3ccccc3)c2C)c1C	-8	0.0	0	-223	-306	-0.2	-69	-3	-66	-1	-4
CCOc1ccc(N(CC(=O)NCCSCc2ccccc2)S(C)(=O)=O)cc1	-7	0.1	-4	10	3	1.2	-13	3	6	-20	10
Cc1cc(/C=N/NC(=O)c2ccc(O)cc2)c(C)n1C1CC1	-5	-0.4	-7	-14	3	-1.5	-17	-2	1	-5	0
O=C(NNC(=O)c1ccccc1O)c1ccc(Cl)c(S(=O)(=O)N2CCCCC2)c1	3	0.0	-16	-23	-33	0.2	-26	1	17	-6	2
Nc1ccc(Oc2ccccc2-c2ccccc2)cc1	9	-0.1	2	49	91*	0.0	48	-2	66*	-19	1
CC(=O)c1ccc(OC(=O)N2CCOCC2)cc1	7	-0.1	-6	-25	-28	0.2	-20	3	-27	-4	-1
COc1cc(CN2CCC(CCC(=O)NC3CC3)CC2)cc(Cl)c1OC	-2	0.0	6	3	17	-0.1	3	6	7	-2	1
CCC[C@H]1CC(=O)C=C(c2ccc(OC)cc2)ON1C(=O)OC(C)(C)C	-2	0.2	2	-4	-14	-2.5	-9	/	6	-10	0
C=CCn1cc([N+](=O)[O-])nc1C	-6	0.5	10	4	20	2.7	11	0	-7	-6	-2
O=C(Nc1ccccc1Oc1cccnc1)C1CCCN(C/C=C/c2ccc(F)cc2)C1 (configuration not stated)	-1	0.6	11	19	8	0.7	5	4	0	-6	-3
CN1C(=O)SC(Nc2ccc(F)cc2)C1=O (configuration not stated)	-4	0.4	13	-2	4	1.0	-5	2	5	-9	1
CCCNS(=O)(=O)c1ccc(CCC(=O)N2CCCC2)cc1	-4	-0.3	6	-1	12	0.8	15	3	0	3	-2
COc1ccc(N2CCN(c3cc(C(=O)Nc4cc(OC)c(OC)c(OC)c4)ncn3)CC2)cc1OC	1	-0.1	2	18	-7	5.2	-2	/	/	-10	3
O=C(c1ccc2c(c1)OCO2)C1CCCN(Cc2cccn2-c2cccnc2)C1 (configuration not stated)	-13	0.5	-6	15	16	-0.7	13	-4	22	-4	2
CCCCn1c(N)c(N(CCC(C)C)C(=O)CSc2nnc3ccccn23)c(=O)[nH]c1=O	-3	-0.3	-16	15	1	1.8	17	-1	2	/	0
COc1cc(C2Nc3cc(Cl)c(S(N)(=O)=O)cc3S(=O)(=O)N2)ccc1OCc1ccccc1 (configuration not stated)	1	0.0	1	-231	-122	-0.1	-93	-1	-40	-2	0
O=C(c1ccco1)n1nc(-c2ccccc2)nc1NCc1ccco1	0	0.2	3	-54	-72	-3.5	-27	0	-18	-4	-4
Cc1csc(=O)n1CC(=O)OCC(=O)Nc1ccc(F)c(F)c1F	4	-0.3	3	-10	4	2.1	-2	/	/	-12	1
CC(C)[C@H](NC(=O)[C@@H]1Cc2ccccc2CN1C(=O)OC(C)(C)C)C(=O)NCc1ccco1	-3	-0.2	-8	-11	1	1.2	-6	0	-4	-2	-3
O=C1c2ccccc2C(c2nnnn2-c2ccc3c(c2)OCCO3)N1CCc1ccc(O)cc1 (configuration not stated)	/	0.0	/	/	-7	-0.8	17	/	/	-6	1
CCOc1ccc(/C=C2\SC(=S)N(CCC(=O)Nc3cccc(C(=O)O)c3)C2=O)cc1	-7	-0.2	-9	-163	3	1.0	10	-2	-17	-4	11
NC(=O)c1ccccc1NC(=O)CN1CCN(Cc2ccccc2)CC1	1	0.0	-14	18	19	-0.5	-2	0	/	-2	13
O=C(NC1CC1)C1CCC(=O)N1C1CCCC1 (configuration not stated)	3	0.0	0	4	12	0.9	-19	-4	3	/	3
Cc1cccc(NC(=S)NCc2ccccc2)c1C	-3	-0.1	25	25	-9	-0.8	5	3	-1	-1	2

The list goes on:
Structure	PDI turbidity	aDG glyco act	Vif inh	Peg3 promoter	HIF-2a block	iPSC survival up	NR2E3 ag-1	NR2E3 ag-2	MITF TRPM1 inh	CaV13 FRET inh	Granule exo inh
Cc1cccn2c(=O)c(C=O)c(Sc3ncccn3)nc12	1	0.5	-6	13	11	-2.7	-17	4	21	4	-4
COc1ccc(C(CNC(=O)c2ccc(C)c(S(=O)(=O)N3CCCCC3)c2)N(C)C)cc1OC (configuration not stated)	-5	-0.1	-4	15	18	-0.6	3	-2	-4	7	-5
Nc1nc(SCC(=O)c2c(N)n(Cc3ccccc3)c(=O)[nH]c2=O)n[nH]1	-1	0.0	?	28	13	0.0	-32	3	3	-3	-2
O=C(CSc1nnc(-c2ccncc2)o1)N1CCc2ccccc2C1	7	-0.2	-8	-5	8	-0.6	-9	-1	11	-2	4
CCOC(=O)Nc1ccc(NC(=O)c2ccccc2F)cc1	-6	0.8	-8	-145	-147	-0.3	-29	0	-68	-4	-2
CCN(CCNC(=O)C1CCN(S(=O)(=O)CC)CC1)c1ccccc1	-1	0.0	-9	13	7	0.6	5	1	-6	-11	2
CC12C(=O)N(c3cccc4cccnc34)C(=O)C1C1C=CC2C1 (configuration not stated)	/	0.2	-1	6	9	0.4	-6	4	7	-13	-1
Cc1cc(C)nc(NC2=NCC(=O)N2c2ccc(Cl)cc2)n1	-13	0.0	12	-4	0	-2.6	17	-1	9	/	-2
COc1cccc2cc(C(=O)C3=C(O)C(=O)N(CCN(C)C)C3c3ccc(Cl)cc3)oc12 (configuration not stated)	1	-0.2	0	13	12	-0.1	-35	-3	-1	2	-2
COc1ccc2c(/C=C/c3cc[n+](C)cc3)c[nH]c2c1	17	-0.1	i	24	12	-0.4	-13	-7	9	-6	-6
CCCC(=O)N1CCN(c2ccc(NC(=O)c3cc4ccccc4o3)cc2)CC1	2	0.8	/	23	-43	-1.3	-4	2	-1	-1	-10
CSc1ccc(C(=S)N2CCN(CCO)CC2)cc1	2	0.0	-2	4	-4	-0.4	-5	3	1	/	5
C=C1CCN([C@H](C(=O)NCc2ccccc2)C(C)C)S(=O)(=O)c2ccccc21	2	0.1	0	4	18	-1.2	14	5	0	-11	39
